Vif-APOBEC3F blk: blocks the Vif interaction with APOBEC3F | HeLa A3F-eYFP + Vif (tagged APOBEC3F with the HIV-1 protein that degrades it), YFP fluorescence increase | actives 0.2% (n = 390,000) | Potency, µM (top dose mostly 46.1 µM), without a hit: top-dose activity, negative = active; further: potency means the concentration at half of the fitted maximal effect; % of control where 0% means no effect; nearly all actives have a fitted effect of over 65% in size
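Fluorescence increase (Ex 488/Em 500-530) after overnight compound treatment at 37 deg C flags inhibition of Vif-driven A3F-eYFP loss in stable HeLa A3F-eYFP/Vif cells seeded overnight beforehand.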
RXFP1 antag: blocks the human relaxin receptor RXFP1. Q9HBX9. HEK293-RXFP1, relaxin-stimulated cAMP HTRF, 30 min; stronger effect = lower value. activity change, negative = inhibition, % at 57.5 µM. actives 0.59% (n = 350,000). AID 1259400;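 active means activity change of -60% or lower, but not beyond a set lower limit; inconclusive means change between -60% and -40%, or beyond the set limit; inactive means change above -40%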; further: on the % scale 0 is the no-effect control and ±100 the full control effect
D1 ag: agonists of human D1 dopamine receptor; P21728; HEK293 T-REx D1 cells, calcium flux, agonist mode; activation, % at 2 µM; actives 1% (n = 360,000); in the data active means activation above about 30%; further: 0% is about no effect
Target sequence (P21728 whole entry, looked up): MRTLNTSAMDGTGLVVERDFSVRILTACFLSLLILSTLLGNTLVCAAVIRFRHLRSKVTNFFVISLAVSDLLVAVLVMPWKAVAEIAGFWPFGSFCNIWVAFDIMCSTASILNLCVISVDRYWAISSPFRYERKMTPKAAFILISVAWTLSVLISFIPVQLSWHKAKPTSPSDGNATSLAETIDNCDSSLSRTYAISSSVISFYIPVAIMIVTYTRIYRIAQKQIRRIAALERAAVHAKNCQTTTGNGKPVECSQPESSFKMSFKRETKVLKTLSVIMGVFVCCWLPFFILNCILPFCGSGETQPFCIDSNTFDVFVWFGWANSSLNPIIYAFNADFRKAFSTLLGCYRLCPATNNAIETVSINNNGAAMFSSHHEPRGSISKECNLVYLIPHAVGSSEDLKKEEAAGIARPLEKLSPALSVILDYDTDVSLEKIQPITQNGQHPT
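Inducible HEK293 T-REx D1 cells, force-coupled to calcium signalling, were plated at 4000 cells/well with tetracycline and held overnight at 30 C. After no-wash calcium dye loading, compound-evoked calcium rise over 180 s flagged agonists.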
GRP78 ERSR act: induces the endoplasmic reticulum stress response in human glioma cells | U87-MG GRP78 promoter luciferase reporter, 16 h | Potency, µM, inactives show at the highest dose activation, actives largely listed as activators | actives 0.02% (n = 420,000); further: potency means the concentration at half of the fitted maximal effect; series mostly up to about 76 µM; % of control where 0% means no effect; nearly all actives have a fitted effect of over 35% in size
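Stably transfected U87-MG glioma cells carrying a GRP78-based luciferase sensor; 16 h compound incubation. Luminescence end-point read 10 min after Bright-Glo addition at room temperature.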
D1 PAM: potentiators of human D1 dopamine receptor | P21728 | HEK293 TREx D1 cells, calcium flux, dopamine EC20 potentiation | potentiation, % at 10 µM | actives 0.036% (n = 360,000); in the data active means potentiation above about 30%; further: 0% is about no effect
D1 antagonist: human D1 dopamine receptor antagonism; P21728; HEK293 TREx D1 cells, calcium flux, dopamine EC80; stronger effect = lower value; activity change, negative = inhibition, % at 10 µM; actives 3.2% (n = 360,000); AID 504652; in the data active means activity change below about -30%; further: on the % scale 0 is the no-effect control and ±100 the full control effect
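Tetracycline-induced HEK293 T-REx cells with force-coupled D1 receptor were loaded with a no-wash calcium dye. Compound was added after a 10 s baseline and read kinetically for 180 s; EC80 dopamine was then added and calcium flux followed another 180 s.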
Vif-APOBEC3G blk: Vif-A3G binding inhibition. HeLa A3G-eYFP + Vif (tagged APOBEC3G with the HIV-1 protein that degrades it), YFP fluorescence, overnight. Q9HC16. actives 0.076% (n = 410,000). AID 602310. Potency, µM (highest dose often 46.1 µM), for inactives: top-dose activity, negative = active, usual class: inhibitors;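 further: potency means the concentration at half of the fitted maximal effect; on the % scale 0 is the no-effect control and ±100 the full control effect; nearly all actives have a fitted effect of over 60% in size; hits raise eYFP signal because A3G escapes Vif-driven loss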
Target sequence (Q9HC16 whole entry, looked up): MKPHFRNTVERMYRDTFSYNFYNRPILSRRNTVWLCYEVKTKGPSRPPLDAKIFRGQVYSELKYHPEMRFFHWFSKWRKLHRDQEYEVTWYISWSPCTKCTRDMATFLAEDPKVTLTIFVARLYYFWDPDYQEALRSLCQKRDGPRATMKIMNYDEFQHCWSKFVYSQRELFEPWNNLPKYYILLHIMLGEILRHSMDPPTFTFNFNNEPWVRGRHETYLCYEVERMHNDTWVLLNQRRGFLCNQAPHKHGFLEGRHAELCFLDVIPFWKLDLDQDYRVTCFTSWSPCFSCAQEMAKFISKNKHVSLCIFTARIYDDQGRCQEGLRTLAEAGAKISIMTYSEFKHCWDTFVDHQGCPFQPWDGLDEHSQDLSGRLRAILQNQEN
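HeLa cells stably expressing Vif and C-terminally eYFP-tagged A3G, seeded overnight at 37 deg C, then exposed to compound by pintool overnight at 37 deg C. Rise in yellow fluorescence (Ex 488/Em 500-530, Acumen) marks blocked Vif-driven A3G degradation.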
RXFP1 agonist: RXFP1 (human) receptor agonism; Potency, µM (highest dose often 57.5 µM), inactives show top-dose activation, most hits filed as activators; actives 0.3% (n = 370,000); AID 2676; Q9HBX9; HEK293T-RXFP1 cAMP TR-FRET, 30 min; response scale: percent of porcine relaxin response, buffer zero; further: potency means the concentration at half of the fitted maximal effect; on the % scale 0 is the no-effect control and ±100 the full control effect; nearly all actives have a fitted effect of over 60% in size; many of its hits are not listed in these tables
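cAMP rise read by TR-FRET after 30 min, 37C compound exposure (up to 58 uM) in RXFP1-transfected HEK293 cells with Ro 20174 present. EC50 from Hill-equation fits, with 29 nM porcine relaxin as 100% and buffer as basal.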
D2 PAM: positively modulates the human D2 dopamine receptor allosterically | P14416 | actives 0.34% (n = 340,000) | potentiation, % at 10 µM | AID 485347 | HEK293 T-REx D2, calcium flux, EC20 dopamine potentiation;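 active means potentiation over 3 SD above the plate norm, cut at about 30% in these data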; further: 0% is about no effect
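Tetracycline-induced HEK293 T-REx cells force-coupled to calcium signalling expressed D2; compounds were pin-added after a 10 s baseline, read kinetically 180 s, then an EC20 dopamine challenge followed with a further 180 s calcium read.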
Numbers without * were called inactive; ? = inconclusive; nt = not tested or not shown; & = joins results of further samples. Unless noted, the call rests on the fitted dose curve; in most records, active means well fitted curve in the direction sought with a large enough effect; inconclusive means small, poorly fitted or top-dose-only effect, or another doubt; inactive means no such curve, though single readings can be large; an effect the other way counts as inactive or inconclusive.

SMILES	Vif-APOBEC3F blk	RXFP1 antag	D1 ag	GRP78 ERSR act	D1 PAM	D1 antagonist	Vif-APOBEC3G blk	RXFP1 agonist	D2 PAM
O=C(O)CP(=O)(c1ccccc1)c1ccccc1	-4%	1	2	-4%	-2	5	0%	-0.7%	-9
O=C(Nc1cccc2ccccc12)NC1CCS(=O)(=O)C1 (centres undefined)	7%	-9	2	-3%	-3	-2	-6%	3.0%	0
CSc1nc2oc3c(c2c2nncn12)CC(C)(C)SC3	1%	1	5	1%	1	3	-1%	7.2%	4
C=CCN1C(c2ccc(OCC)cc2)=CS/C1=C(\C#N)c1nnc2n1CCCCC2	-3%	1	1	-4%	0	-11	0%	-0.4%	45*
O=C(CSc1nc2ccsc2c(=O)n1-c1ccc(Br)cc1)NCc1ccc(Cl)cc1	-4%	nt	11	-3%	-1	38	-4%	13%	nt
O=C(Nc1ccc(Br)cc1)C1CCCN1S(=O)(=O)c1cccs1 (centres undefined)	-6%	-18	4	-2%	-2	4	-1%	0.3%	-1
O=S(=O)(NCc1ccc(Cl)cc1)c1cccc2cccnc12	3%	7	1	-1%	-2	1	1%	0.0%	3
CCC(=O)N1CCc2cc(Br)cc(S(=O)(=O)N3CCC(C(=O)NCCCOC(C)C)CC3)c21	11%&1%	24&6	1&3	-4%&-2%	-3&0	-20&-7	-6%&2%	1.3%&4.4%	-2&-3
CN1CCc2c(c3ccccc3n2C)C1	-2%	-16	2	-4%	-5	26	1%	1.1%	-20
COc1ccc(C(=O)Nc2ccc(C)cn2)c(OC)c1	4%	-8	2	-16%	-1	-27	0%	0.5%	nt

Brought forward from above: two compounds, then new ones.
SMILES	Vif-APOBEC3F blk	RXFP1 antag	D1 ag	GRP78 ERSR act	D1 PAM	D1 antagonist	Vif-APOBEC3G blk	RXFP1 agonist	D2 PAM
CN1CCc2c(c3ccccc3n2C)C1	-2%	-16	2	-4%	-5	26	1%	1.1%	-20
COc1ccc(C(=O)Nc2ccc(C)cn2)c(OC)c1	4%	-8	2	-16%	-1	-27	0%	0.5%	nt
CC1=C(C(=O)Nc2ccc(CC(=O)NCc3ccc(OC(C)C)cc3)cc2)SCCO1	-2%	1	0	-9%	-2	0	-3%	0.9%	1
O=c1cc(CSc2nnc(-c3cccs3)n2Cc2ccccc2)nc2sc3ccccc3n12	9%	2	0	6%	1	-2	0%	0.5%	14
CCCc1ccc(OCc2nc(-c3ccc(NC(=O)c4ccco4)cc3)no2)cc1	-2%	-14	0	-2%	-6	-5	3%	-1.0%	8
Cc1cc(C)c(C(=O)N2CCCC(Nc3ccc(C)c(C)c3)C2)o1 (centres undefined)	-2%	-20	1	-2%	-9	2	2%	0.2%	9
CCOC(=O)c1c(C)c(-c2ccccc2)n(CC(=O)N2CCN(C)CC2)c1C	-1%	-2	-1	-5%	-6	-15	5%	0.5%	-7
CSc1ncc(Cl)c(C(=O)Nc2sc3c(c2C(=O)NCc2ccco2)CCCC3)n1	nt	nt	0	nt	-2	-4	nt	0.9%	-1
CCn1c(SCC(=O)Nc2nccs2)nnc1-c1ccco1	6%	4	9	2%	2	3	3%	-0.3%	-32
Cc1ccccc1Nc1nc2nonc2nc1N1CCOCC1	6%	nt	3	-2%	-4	-9	-2%	-0.7%	6
O=C(Nc1ccccc1Cc1ccccc1)c1ccc2c(c1)SC1=NS(=O)(=O)CCN12	-1%	-13	4	-5%	-6	-30*	1%	-0.6%	13
COc1ccc(NC2CCCN(C(=O)C3(C)CCCCC3)C2)cc1OC (centres undefined)	2%	-6	1	0%	-5	-13	4%	-2.1%	8
COc1ccc(OC)c(Nc2nc(NCCC(C)C)nc(N)c2[N+](=O)[O-])c1	?	-3	1	-3%	17	12	-5%	-3.0%	11
Cc1c(C(=O)NCCSCc2ccco2)cccc1[N+](=O)[O-]	-3%	-2	1	0%	2	-11	-1%	2.5%	6
Cc1ccccc1COC(=O)c1nn(-c2ccccc2)nc1N	1%	?	4&1	2%	0&-1	5&11	0%	10%&10%	2&-2
CN(Cc1ccccc1Br)C(=O)CSc1nnnn1C1CC1	0%	1	0	-1%	-4	8	-2%	3.4%	nt
CCn1c(C(C)NC(=O)c2cccs2)n[nH]c1=S (centres undefined)	6%	nt	0	-4%	-1	-28	0%	-0.4%	13
N#Cc1c(N)n[nH]c1-c1cc2c([nH]1)CCCC2	0%	-12	-1	-1%	-5	5	0%	-0.1%	1
O=S(=O)(c1c(F)cccc1F)N1CCN(Cc2c(O)ccc3ccccc23)CC1	0%	8	4	0%	-3	0	-7%	2.6%	-13
CCn1nc(C)cc1C(=O)N1CCCC(C(=O)c2ccc3ccccc3c2)C1 (centres undefined)	1%	-5	0	-4%	-1	-5	0%	0.2%	11
COc1ccc(CN2CCNC(=O)C2CC(=O)N2CCCCO2)cc1OC (centres undefined)	4%	3	-1	-3%	-6	5	1%	-0.2%	1
COc1cccc(NC(=O)c2ccccc2C(F)(F)F)c1	14%	11	2	-1%	-8	-5	0%	3.7%	17
Clc1ccccc1Cn1cccc1C1=NC(Cc2ccccc2)CO1 (centres undefined)	-6%	nt	10	-2%	-1	5	-6%	0.5%	-4
CCCS(=O)(=O)N1CCN(C(=O)c2ccccc2F)CC1	nt	-9	2	-5%	-3	-8	-12%	-0.2%	-8
COc1ccc(CN2C(=O)CC(C(=O)NCCc3ccc(S(N)(=O)=O)cc3)SC2=Nc2ccccc2)cc1 (centres undefined)	-20%	-5	7	-6%	-3	-6	-3%	-1.5%	7
C=C(C)Cn1c(SCC(=O)Nc2ccccc2C)nc2sc3c(c2c1=O)CCCC3	-9%	9	-2	-4%	0	-13	3%	-0.3%	nt
CC(C)(C)C1CCc2c(sc(NC(=O)CSc3nnc(-c4ccccc4)o3)c2C#N)C1 (centres undefined)	5%	nt	4	-3%	-7	2	0%	3.8%	2
CCN1C(=O)/C(=C\N(C)C)S/C1=N\S(=O)(=O)c1ccccc1	5%	-4	3	-3%	-1	-8	-2%	0.2%	3
CCOc1cc(NC(=S)NCC2CCCO2)c(OCC)cc1NC(=O)C1CC1 (centres undefined)	6%	0	-1	-4%	-4	8	0%	-0.6%	5
Cc1nn(C)c2c1c(C(F)(F)F)cc(=O)n2CC(=O)N1CCC(C)CC1	-4%	0	0	-4%	2	-19	-2%	-0.4%	17
CCC(=O)c1ccc(OCC(=O)N(CC)CC(=O)Nc2ccccc2OC)cc1	0%	9	1	-1%	-3	5	-3%	-0.1%	-6
Cc1ccc2c(Cl)c(C(=O)Nc3nn[nH]n3)sc2c1	-2%	-1	-2	-1%	-1	-9	0%	14%	-2
O=C(NC1CCCCCCC1)C1CCN(S(=O)(=O)N2CCCC2)CC1	-14%	4	0	-2%	1	-10	3%	1.2%	9
COc1cc(N=C2C(=O)N3c4c(cccc42)C(C)=CC3(C)C)cc(OC)c1	1%	-13	1	-7%	-2	-6	?	0.4%	9
Cc1cc(C(=O)COC(=O)c2cc(Cl)ccc2N)c(C)n1Cc1ccco1	13%	-17	4	2%	0	15	2%	2.3%	7
Cc1ccc(NC(=O)CN(C)S(=O)(=O)c2cccc3cccnc23)c(C)c1	-21%&6%	1&-11	2&-1	0%&-3%	-4&-4	0&1	-5%&1%	0.5%&0.0%	-13&0
COc1cccc2c1cc1c(=O)n(CC(=O)NCCCN3CCCCC3)nc(C)n12	-11%	0	2	-3%	0	-1	0%	1.0%	-22
O=C(CSc1nc2c([nH]c3ccccc32)c(=O)n1-c1ccc(Cl)cc1)N1CCc2ccccc21	3%	nt	1	-2%	-2	11	1%	0.1%	11
CCOC(=O)Cc1csc(NC(=O)CCCCCN2C(=O)c3cccc4cccc(c34)C2=O)n1	-8%	4	nt	-3%	nt	nt	3%	nt	nt
O=C(c1ccccc1-c1ncc[nH]1)N1CCCC(Nc2ccc(F)cc2)C1 (centres undefined)	4%	-8	3	-4%	-6	10	1%	0.3%	nt
CC(Nc1cc(C)cc(C)c1)=[N+](C)CCNS(=O)(=O)c1ccc(Cl)cc1	-2%	1	8	-7%	-4	2	-8%	2.7%	-16
O=C1CN(C(=O)c2c(F)cccc2Cl)C(c2ccc(F)cc2)c2cc(Br)ccc2N1 (centres undefined)	-6%	-27	-1	-3%	-1	-24	-7%	0.9%	1
C=CCn1c(SCc2ccc(C#N)cc2)nnc1-c1cccc(OC)c1	-10%	-1	2	0%	-10	-1	-1%	2.2%	-10
O=C(NC1CCN(Cc2ccccc2)CC1)c1ccc(Oc2cc(Cl)cc(Cl)c2)o1	5%	3	5	-3%	-1	-10	0%	0.9%	-19
CC(C)(C)c1cc(/C=N/NC(=O)Cc2nc3ccccc3[nH]2)cc(C(C)(C)C)c1O	-10%	-37	2	1%	-3	-35*	-1%	-0.6%	-8
O=c1oc(-c2ccc(Br)o2)nc2ccccc12	-13%	-2	0	5%	-3	-1	0%	1.8%	-10
CCC(C)N1C(=O)CCC1C(=O)NCCc1ccc(Cl)cc1 (centres undefined)	9%	-8	3	6%	13	-2	-3%	-2.5%	5
CCc1ccc(-n2c(Cc3ccccc3)n[nH]c2=S)cc1	?	-9	3	-4%	5	17	2%	-0.1%	-4
CCOCCCNC(=O)Cn1cc2c(n1)-c1c(oc(C(=O)N3CCCC3)c1C)CC2	-1%&-2%	1&1	4	-6%&0%	-4	-32*	-1%&0%	-2.9%	-2
O=C(Nc1nccs1)c1cccc(NC(=O)C(F)(F)F)c1	-21%	4	2	4%	-2	0	-7%	0.1%	4
Cc1nc(CN2CCN(C(=O)c3ccc(Br)cc3)CC2)cs1	nt	-10	6	-3%	-1	2	0%	1.4%	-7
CCN(CC)S(=O)(=O)c1cc(NC(=O)COC(=O)Cn2cnc3ccccc32)ccc1C	-5%	-6	2	-4%	-4	-22	1%	-1.2%	6
CCCNC(=O)c1ccc(Cn2cc(C(F)(F)F)ccc2=O)cc1	-27%	-3	6	-1%	-1	-13	-1%	2.7%	-1

Bioassay records deposited in PubChem by National Center for Advancing Translational Sciences (NCATS).

An excerpt. The share of hits here may be higher or lower than overall.
